TRHR agonist – agonists of human TRH receptor | TRHR cells, calcium flux fluo-8, FDSS agonist mode | activation, % at 2 µM | 360,000 tested, 0.18% active; in the data active = activation above about 30%; note: 0% is about no effect
Target sequence (P34981 whole entry, looked up): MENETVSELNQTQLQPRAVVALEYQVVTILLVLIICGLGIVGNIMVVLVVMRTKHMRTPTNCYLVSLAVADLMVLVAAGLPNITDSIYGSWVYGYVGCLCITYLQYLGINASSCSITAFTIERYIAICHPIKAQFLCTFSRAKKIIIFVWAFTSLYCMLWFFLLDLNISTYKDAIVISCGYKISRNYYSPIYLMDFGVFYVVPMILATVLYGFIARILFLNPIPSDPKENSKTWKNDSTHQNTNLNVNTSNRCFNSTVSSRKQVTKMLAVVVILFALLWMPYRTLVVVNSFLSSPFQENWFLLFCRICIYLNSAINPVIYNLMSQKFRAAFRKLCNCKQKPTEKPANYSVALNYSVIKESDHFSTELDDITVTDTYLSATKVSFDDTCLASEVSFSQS
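In this calcium-flux screen, cells bearing human TRHR are dye-loaded with fluo-8, baselined for 10 cycles, then exposed to library compounds; positive kinetic calcium responses during the agonist phase mark hits, with TRH as control.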
BLM helicase inh – blocks DNA unwinding by human BLM helicase; P54132; recombinant BLM DNA unwinding, fluorescence dequenching; Potency, µM (titrated, usually from 56.1 µM), without a hit: top-dose activity change, negative = inhibition, hits mostly inhibitors; 350,000 tested, 0.2% active; AID 2528;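 note: potency is the fitted concentration of half-maximal effect; plate controls were vehicle for no effect and no enzyme for full effect; nearly all actives have a fitted effect of over 35% in size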
ERG Ets-DNA blk – blocks human ERG Ets domain binding to DNA | AID 624246 | 370,000 tested, 0.028% active | P11308 | Potency, µM (highest dose often 76.9 µM), without a hit: top-dose FP activity, negative = inhibition, hits mostly inhibitors | fluorescence polarization, His-ERG Ets domain / labelled DNA; active = well fitted inhibition curve with a large enough effect in the polarisation, with a control signal flat; inconclusive = small, poorly fitted or top-dose-only effect, or effect the other way, or a change in a side signal; inactive = no such curve, though single readings can be large or run the other way; the % refers to the polarisation;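 note: polarization taken with two DNA probes labelled with fluorescein and Texas red; potency is the fitted concentration of half-maximal effect; % of control where 0% means no effect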
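His-tagged ERG Ets domain (1 uM in the protein solution; 300mM KCl, 50mM Tris-HCl, 1mM EDTA, 1mM DTT, pH 7.5) received compound, then a probe mix of 5 nM fluorescein-DNA and 100nM Texas-615-DNA. Fluorescence polarization was read for both dyes.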
Pol kappa inh – blocks human DNA polymerase kappa activity. purified Pol kappa, fluorescent DNA synthesis assay, 10 min. Potency, µM (doses to about 107 µM), for inactives: top-dose activity, negative = inhibition, actives largely listed as inhibitors. 400,000 tested, 0.53% active. AID 588579; note: potency is the fitted concentration of half-maximal effect; % is set by controls: 0 for no effect and ±100 for the full control effect
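10 nM Pol kappa was preincubated with compounds for 15 min at room temperature. Reaction started with 50 nM (final) substrate. Fluorescence read kinetically at 0 and 10 min.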
ALOX12 inh – inhibitors of human 12S-lipoxygenase ALOX12 | P18054 | purified 12hLO, xylenol orange hydroperoxide absorbance | Potency, µM (titrated, usually from 108 µM), without a hit: top-dose activity change, negative = inhibition, actives largely listed as inhibitors | 580,000 tested, 1.1% active; note: potency is the fitted concentration of half-maximal effect; % is set by controls: 0 for no effect and ±100 for the full control effect
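Hydroperoxide product was detected by ferrous iron/xylenol orange as the 573 to 405 nm absorbance ratio. Arachidonic acid at 40 uM (final) was turned over for 30 min at room temperature by 150 nM human 12hLO, pH 7.0 Hepes buffer, after 15 min compound preincubation.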
Apoferritin bind – binds horse apoferritin like a general anesthetic | Potency, µM (titrated, usually from 77.5 µM), for inactives: at the top dose activity change, negative = displacement, hits mostly inhibitors | 350,000 tested, 0.074% active | apoferritin/1-aminoanthracene competitive binding, fluorescence | P02791 | AID 485281; note: potency is the fitted concentration of half-maximal effect; % is set by controls: 0 for no effect and ±100 for the full control effect; nearly all actives have a fitted effect of over 20% in size
Target sequence (P02791 2-175 limits assumed): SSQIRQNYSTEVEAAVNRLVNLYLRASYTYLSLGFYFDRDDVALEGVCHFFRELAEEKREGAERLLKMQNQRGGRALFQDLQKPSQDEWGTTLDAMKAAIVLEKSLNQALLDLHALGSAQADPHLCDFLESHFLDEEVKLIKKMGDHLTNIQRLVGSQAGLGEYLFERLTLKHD
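Horse-spleen apoferritin (10 uM) in 50% saturated 1-aminoanthracene in PBS was incubated 10 min at room temperature with compound. Fluorescence (ex 380, em 535 nm) was normalized to free and bound 1-AMA, with concentration-response fitted by a four-parameter Hill equation.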
POLI inh – DNA polymerase iota (human) inhibition; Q9UNA4; Pol iota fluorescent replication assay, 10 min; Potency, µM (series often up to 115 µM), without a hit: top-dose activity, negative = inhibition, usual class: inhibitors; 390,000 tested, 1% active; AID 588590; note: potency is the fitted concentration of half-maximal effect
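Pol iota at 10 nM preincubated 15 min with compounds at room temperature; reaction started with fluorescent substrate, 50 nM final. Fluorescence read kinetically at 0 and 10 min; buffer-only wells as negative control.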
APE1 inh – blocks human APE1 abasic DNA cleavage; P27695; recombinant APE1, TAMRA/BHQ-2 abasic DNA cleavage fluorescence; Potency, µM (series often up to 65.8 µM), for the others: at the top dose activity change, negative = inhibition, hits mostly inhibitors; 350,000 tested, 0.35% active; AID 2517;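 note: potency is the fitted concentration of half-maximal effect; plate controls were vehicle for no effect and reference inhibitor for full effect; nearly all actives have a fitted effect of over 55% in size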
Target sequence (P27695 whole entry, looked up): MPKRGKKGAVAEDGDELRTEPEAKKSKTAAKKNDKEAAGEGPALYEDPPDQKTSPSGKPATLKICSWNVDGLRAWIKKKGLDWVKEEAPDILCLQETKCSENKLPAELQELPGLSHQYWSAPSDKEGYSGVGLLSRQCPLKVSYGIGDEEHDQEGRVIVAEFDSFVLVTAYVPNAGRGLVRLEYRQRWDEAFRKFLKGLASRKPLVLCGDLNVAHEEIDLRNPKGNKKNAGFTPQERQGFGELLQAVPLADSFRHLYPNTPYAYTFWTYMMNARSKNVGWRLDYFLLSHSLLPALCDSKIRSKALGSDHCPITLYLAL
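Readout is kinetic fluorescence (ex 525, em 598 nm) from cleavage of 50 nM TAMRA/BHQ-2 THF abasic duplex by 0.75 nM APE1, compound added 15 min beforehand at RT.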
POLB inh – DNA polymerase beta (human) inhibition; P06746; Pol beta primer extension/strand displacement, fluorescence kinetic; Potency, µM (series often up to 114 µM), for inactives: at the highest dose activity change, negative = inhibition, hits mostly inhibitors; 340,000 tested, 1.3% active; AID 485314; note: potency is the fitted concentration of half-maximal effect; % is set by controls: 0 for no effect and ±100 for the full control effect
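Kinetic readout of DNA synthesis with strand displacement by Pol beta. Compound and 10 nM enzyme sit 15 min at room temperature; 50 nM substrate starts the reaction, read immediately and at 10 min.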
An asterisk follows results filed as active; ? = inconclusive; / = not tested or not shown; & = joins results of further samples; [ ] = dose if it differs, or a comment. Unless noted, calls come from the whole dose curve; as a rule, active = well fitted curve in the direction sought with a large enough effect; inconclusive = small, poorly fitted or top-dose-only effect, or another doubt; inactive = no such curve, though single readings can be large; an effect the other way counts as inactive or inconclusive. Only part of the results is shown, so the mix of outcomes need not match the whole.

SMILES	TRHR agonist	BLM helicase inh	ERG Ets-DNA blk	Pol kappa inh	ALOX12 inh	Apoferritin bind	POLI inh	APE1 inh	POLB inh
O=C1CC(c2nnc(Cc3cccc(Cl)c3)o2)CN1c1ccccc1 (centres undefined)	-1.2	-5%	3%	0%	-1%	-2%	?	/	1%
O=C(CSc1nnc(-c2ccc(OC(F)F)cc2)o1)N1CCOCC1	0.0	-2%	/	-5%	2%	-11%	0%	-10%	29%
C/C(=N\N1CCN(c2ccccc2)CC1)c1cccs1	-0.1	-1%	-13%	0%	-12%	0%	10%	1%	?
CCOC(=O)c1[nH]c2ccccc2c1NC(=O)Nc1ccc(OC)cc1	-0.3	-9%	-14%	-5%	5%	9%	-7%	12%	13%
Cc1cc(C(=O)CSc2nnc(-c3ccncc3)n2-c2ccccc2)c(C)n1C	0.3	-13%	-1%	-24%	?	?	18µM*	-5%	45µM*
CCc1ccc2oc(C(=O)N(Cc3cccc(Cl)c3)Cc3ccco3)c(C)c2c1	2.9	-7%	3%	-14%	-3%	-3%	-2%	/	1%
COc1ccc(NC(=O)CSc2nnc(C)c3ccccc23)cc1	-0.6	0%	-10%	3%	2%	-4%	39%	49%	9%
CCOc1ccc(NC(=O)C(C)Oc2ccccc2C(=O)Nc2ccc(C)c(Cl)c2)cc1 (centres undefined)	0.5	-15%	-2%	-23%	?	4%	23%	9%	24%
N#Cc1nc(Cc2cccc3ccccc23)oc1N1CCOCC1	-0.5	-4%	-18%	-9%	13%	-13%	-11%	4%	3%
CN(C(=O)c1ccc(-c2nn(C)c(=O)c3ccccc23)cc1)c1ccccc1	-0.2	1%	-7%	-6%	13%&-14%	-13%	14%	-1%	0%
O=C(NC(Cc1c[nH]c2ccccc12)c1nnc2n1CCCCC2)c1ccc(Cl)cc1 (centres undefined)	-0.8	-4%	-4%	-5%	9%	-12%	27%	-1%	15%
Cc1cnc(CNc2ncncc2-c2ccc(C(=O)N(C)C)cc2)cn1	/	5%	/	-5%[60.1 µM]	-17%	1%	/	7%	/
CCCCNC(=O)COc1ccccc1[N+](=O)[O-]	-0.2	-6%	15%	0%	-7%	-5%	-4%	-1%	43%
CC(=O)c1cccc(NC(=S)NC(=O)c2ccccc2Br)c1	0.4	-3%	-2%	-22%	?	-2%	7%	20%	21%
COC(=O)C(C)(C)ONC(=O)Nc1ccccc1Br	-0.7	4%	5%	0%	10%	-10%	13%	1%	20%
CN1c2ccc(Cl)cc2C(=O)NC1c1ccc([N+](=O)[O-])s1 (centres undefined)	0.7	-5%	0%	-3%	-5%	-16%	-3%	-7%	11%
O=C(Nc1ccc(-c2nc3cc(Cl)ccc3o2)cc1)c1cc2ccccc2o1	0.4	-13%	-7%	7%	-4%	-5%	-23%	/	?
CC(=O)N1CCc2c(sc(NC(=O)CCS(=O)(=O)c3ccccc3)c2C#N)C1	0.0	-7%	-5%	-7%	132%[activator]	-9%	10%	17%	7%
O=C(COC(=O)c1cccc(Cl)c1)NC1CCCCCCC1	0.7	/	12%	-5%	16%	/	22%	-1%	/
CCCOC(=O)c1ccc(NC(=O)COC)cc1	0.2	-5%	-3%	0%	?	-16%	22%	6%	3%
NS(=O)(=O)c1ccc(NC(=S)NCC2CCCO2)cc1 (centres undefined)	0.3	-2%	-4%	-2%	?	-4%	16%	-3%	-1%
O=C(NC1(C(F)(F)F)NC(=O)N(C2CCCCC2)C1=O)C1CC1 (centres undefined)	0.3	3%	15%	-10%	0%	-6%	11%	-3%	23%
Cc1cnc(CN(C)Cc2c(C(=O)N3CCc4ccccc4C3)nc3ccc(Cl)cn23)[nH]1	-1.2	0%	2%	-1%	11%	-5%	84%[activator]	-1%	2%
CCCC1=Nc2cc(C(=O)NCCN3CCOCC3)ccc2Sc2ccc(C)cc21	-0.4	-6%	11%	3%	-3%	-17%	15%	45%	0%

Complete entries from above:
`N#Cc1nc(Cc2cccc3ccccc23)oc1N1CCOCC1` across the screens: TRHR agonist: -0.5; BLM helicase inh: -4%; ERG Ets-DNA blk: -18%; Pol kappa inh: -9%; ALOX12 inh: 13%; Apoferritin bind: -13%; POLI inh: -11%; APE1 inh: 4%; POLB inh: 3%
`O=C(COC(=O)c1cccc(Cl)c1)NC1CCCCCCC1` across the screens: TRHR agonist: 0.7; BLM helicase inh: /; ERG Ets-DNA blk: 12%; Pol kappa inh: -5%; ALOX12 inh: 16%; Apoferritin bind: /; POLI inh: 22%; APE1 inh: -1%; POLB inh: /

(list continues)
SMILES	TRHR agonist	BLM helicase inh	ERG Ets-DNA blk	Pol kappa inh	ALOX12 inh	Apoferritin bind	POLI inh	APE1 inh	POLB inh
CC(C)CNC(=O)COC(=O)c1n[nH]c2ccccc12	-0.3	-2%	7%	2%	95%[activator]	3%	157%[activator]	3%	0%
Cc1c(Cl)cnc(NC(=O)COC(=O)c2ccc([N+](=O)[O-])s2)c1Cl	0.0	-27%	-5%	-44%	?	-4%	25µM*	?	28µM*
COc1cccc(OC)c1C(=O)Nc1ccccc1N1CCCCC1	-0.8	-7%	13%	-21%	-13%	-6%	60%[activator]	14%	7%
COC(=O)c1ccccc1OCC(=O)N1CCN(c2ccc(Cl)cc2)CC1	-1.4	-1%	-6%	-9%	0%	-6%	8%	0%	32%
CCCCNS(=O)(=O)c1ccc2nc(SCC(=O)Nc3cc(C)cc(C)c3)[nH]c2c1	0.8	-1%	-6%	-14%	?	-12%	-12%	-6%	-1%
CCOc1ccc(-c2cc3nc(C4CCN(C(=O)OC(C)(C)C)CC4)c(C(=O)O)cn3n2)cc1	-0.2	-11%	-12%	-3%	10%	?	16%	5%	0%
O=C1NC(c2ccc(-c3ccccc3[N+](=O)[O-])o2)C(C(=O)c2ccc(Cl)cc2)C(O)(C(F)(F)F)N1 (centres undefined)	0.3	-7%	2%	-12%	?	-23%	4%	-2%	1%
COc1cc(SC)ccc1C(=O)Nc1ccc(OCC(=O)N2CCOCC2)cc1	0.6	0%	6%	2%	4%	-10%	27%	-14%	22%
COc1cccc(CNC(=O)c2cc3ccc4cccnc4c3[nH]2)c1	-0.6	1%	0%	-12%	-3%	12%	6%	/	-14%
COc1ccc(/C=C2\SC(=S)N(CC(=O)N3CCN(C)CC3)C2=O)cc1	-0.1	3%	17%	0%	375%[activator]	-4%	101%[activator]	0%	-1%
Cc1ccc(NC(=O)CSc2nc3nccnc3c(=O)n2CCc2c[nH]c3ccccc23)cc1	-0.3	3%	-3%	-13%	-16%	40%[activator]	-5%	/	3%
COc1cccc(-c2cn3ncsc3n2)c1	-1.5	-12%	0%	0%	-18%	-15%	-23%	/	17%
Cc1cc(C)cc(SCc2noc(C(=O)NCCCN3CCOCC3)c2C(=O)NCCCN2CCOCC2)c1	-0.2	2%	1%	7%	1%	-9%	-6%	-2%	-13%
O=C(CCCn1c(=O)[nH]c2cc(Cl)ccc2c1=O)NCCCN1CCN(c2ccc(F)cc2)CC1	-0.3	-11%	-3%	1%	-28%	-1%	40%[activator]	0%	39%
O=C(NCCCNCc1ccccc1)/C(=N\O)c1ccccc1	0.1	0%	6%	1%	-2%	-15%	-3%	-1%	28%
Cc1cc(N2CCOCC2)n2ncc(-c3ccc(Cl)cc3)c2n1	0.5	1%	-3%[15.4 µM]	2%	0%	-7%	79%[activator]	0%	8%
COC(=O)c1ccsc1NC(=O)c1ccccc1	0.0	1%	-4%	4%	21%[57.4 µM]	-9%	40%[activator]	18%	-5%
CCS(=O)(=O)N1CCN(c2ccc(C(=O)NC3C4CC5CC(C4)CC3C5)cc2[N+](=O)[O-])CC1 (centres undefined)	0.6	-7%	5%	-1%	-4%	-17%	-8%	-1%	-18%
O=C(O)/C=C/C(=O)NC1CCCCC1	-1.8	7%	-1%	-20%	11%	0%	11%	3%	53%
COc1cc(C(=O)Nc2ccc(NC(=O)c3ccccc3)nc2)cc(OC)c1OC	0.4	0%	0%	-3%	-13%	0%	28%	-11%	31%
O=C(NCCSCc1ccccc1)C1CCN(S(=O)(=O)Cc2ccccc2)CC1	-0.3	-2%	-5%	6%	-3%	51%[activator]	28%	/	2%
O=C(NCCc1ccccc1F)C1CCCN1S(=O)(=O)c1ccc2ccccc2c1 (centres undefined)	-0.1	-6%	-4%	-8%	-27%	3%	15%	7%	-26%
CCc1ccccc1NC(=O)c1cc(S(=O)(=O)N(C)C)ccc1N1CCCC1	1.2	0%	-2%	-6%	?	-21%	-4%	4%	101%
COC(=O)C(CCCCN1C(=O)C2C3C=CC(C3)C2C1=O)N1C(=O)C2C3C=CC(C3)C2C1=O (centres undefined)	0.3	-1%	-8%	-1%	0%	-8%	30%[activator]	14%	1%
O=C(COC(=O)c1ccc(Br)o1)NCCNC(=O)COC(=O)c1ccc(Br)o1	0.3	/	-7%	-6%	1%	/	21%	-2%	/
CC1=NN(c2ccccc2)C(=O)/C1=C/c1c(O)n(-c2ccc(F)c(Cl)c2)[nH]c1=O	0.3	18µM*	9%	?	/	6%	-28%	-5%	?
Cc1cc(=O)oc2c(C)c(OCC(=O)Nc3cccnc3)ccc12	0.5	6%	-14%	0%	-1%	-11%	22%	-10%	2%
O=C(NCc1cccnc1)C(=O)NCC(c1cccnc1)N1CCN(c2ccccc2F)CC1 (centres undefined)	-0.8	1%	1%	-9%	17%&-14%	59%[activator]	2%	/	7%
CC(C)OC(=O)C1=C2SCC(=O)N2C(N)=C(C#N)C1	0.2	-2%	-1%	-7%	19%	-3%	0%	-1%	15%
CCOC(=O)c1ccccc1N/C=C/C(=O)c1ccccc1	/	/	-5%	-9%	0%	/	8%	/	/
COC(=O)CSc1nnc2n(-c3ccccc3)c(=O)c3c4c(sc3n12)COC(C(C)C)C4 (centres undefined)	-0.6	-5%	1%	-15%	7%	46%[activator]	?	/	14%

Bioassay records: PubChem BioAssay, National Center for Advancing Translational Sciences (NCATS)
